# F508del corr: F508del CFTR correction, initial screen, CFBE line, single point; CFBE cells, YFP halide quenching; stimulated with forskolin plus potentiator P3; % fluorescence drop versus neutral controls; activity (quench increase), % at 7.58 µM; actives 0.36% (n = 350,000); AID 720511, 2013;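 active = mean added fluorescence quench of at least 8% versus neutral control, with both replicates also reaching 8%; inconclusive = only one of the mean or replicate conditions met; inactive = mean below 8% and not both replicates reaching 8%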;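 note: cells transiently co-express mutant CFTR-F508del with the halide-sensitive YFP; corrector assay measuring rescue of mutant channel to the surface after 24 h compound exposure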
# miR-122 sensor: miR-122 Renilla sensor signal increase in Huh7, primary screen, miR-122 inhibitor project, cell-based, single point, plate reader | actives 0.3% (n = 340,000) | activation (reporter increase), % at 12.5 µM | Huh7 miR-122 Renilla luciferase sensor, 48 h; neutral wells = 0, positive control = 100 | AID 602342, 2012;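 active = mean replicate activation score at least 90 and every replicate individually at or above 90; inconclusive = only one of the two criteria met; inactive = neither criterion met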;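 note: higher luciferase means less miR-122 activity so hits act as miR-122 inhibitors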
# SIRT5 block: SIRT5 desuccinylase inhibitors, primary screen, biochemical, fluorescence imaging, single point, set 5; NAD-dependent protein deacylase sirtuin-5, mitochondrial (Homo sapiens), Q9NXA8; Purified SirT5, succinyl-peptide AMC, trypsin-coupled fluorescence; inhibition, % at 15 µM; actives 1.1% (n = 330,000); in the data active = inhibition above about 15%; inconclusive = no clear call, values can overlap the other calls
# Target sequence (Q9NXA8 whole entry, looked up): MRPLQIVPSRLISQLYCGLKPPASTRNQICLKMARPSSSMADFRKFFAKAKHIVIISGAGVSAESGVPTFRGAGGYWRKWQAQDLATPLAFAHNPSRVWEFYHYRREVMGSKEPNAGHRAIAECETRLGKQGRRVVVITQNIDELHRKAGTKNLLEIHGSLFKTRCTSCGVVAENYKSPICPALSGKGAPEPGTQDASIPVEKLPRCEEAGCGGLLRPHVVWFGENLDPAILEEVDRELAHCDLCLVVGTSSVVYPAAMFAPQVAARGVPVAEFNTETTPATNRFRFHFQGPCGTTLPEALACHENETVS
# ERp5 block: inhibitors of ERp5-driven insulin aggregation, primary screen, biochemical, turbidity, absorbance 650 nm, single point | 90 min | inhibition, % at 9.99 µM | Protein disulfide-isomerase A6 (Homo sapiens), Q15084 | actives 0.05% (n = 350,000);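 active = mean replicate inhibition above about 25%, with every replicate also reaching it, limit read from the data, passing the limit was not always enough; inconclusive = only one of those two criteria met; inactive = neither criterion met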
# Target sequence (Q15084 whole entry, looked up): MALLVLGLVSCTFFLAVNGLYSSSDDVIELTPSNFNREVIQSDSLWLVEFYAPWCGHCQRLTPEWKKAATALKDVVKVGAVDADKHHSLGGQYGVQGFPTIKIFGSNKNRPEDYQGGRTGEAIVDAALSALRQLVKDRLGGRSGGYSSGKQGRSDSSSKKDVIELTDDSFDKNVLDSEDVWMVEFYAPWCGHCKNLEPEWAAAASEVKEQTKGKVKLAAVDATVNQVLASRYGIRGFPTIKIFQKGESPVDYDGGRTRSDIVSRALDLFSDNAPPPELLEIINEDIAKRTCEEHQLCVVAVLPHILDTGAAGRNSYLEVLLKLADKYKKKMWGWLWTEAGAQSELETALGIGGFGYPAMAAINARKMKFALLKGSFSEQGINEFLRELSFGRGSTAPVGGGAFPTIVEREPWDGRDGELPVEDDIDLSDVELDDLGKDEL
# DENV2 CPE rescue: inhibitors of DENV2 cytopathic effect, primary screen, cell-based, plate reader, single concentration; DENV2-infected cells, cytopathic effect rescue; AID 651640, 2012; actives 1.7% (n = 350,000); CPE inhibition, % at 9.99 µM; in the data active = CPE inhibition above about 20%, passing the limit was not always enough; inconclusive = no clear call, values can overlap the other calls; tested in BHK-21 cells;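 note: 0% = median of neutral control wells and 100% = median of positive control wells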
# ERAP1 HTS inh: human ERAP1 aminopeptidase inhibitors, primary screen, biochemical, single point, plate reader | inhibition, % at 10.7 µM | recombinant ERAP1, Leu-AMC fluorescence, 60 min | actives 0.15% (n = 340,000) | Endoplasmic reticulum aminopeptidase 1 (Homo sapiens), Q9NZ08 | AID 652197, 2013;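 active = mean replicate inhibition of at least 30%, or all replicates individually reaching that 30% level; inactive = mean below 30% and not every replicate reaching it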;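 note: 0% = neutral control wells and 100% = L-leucinethiol positive control wells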
# Casp6 inh: human caspase-6 inhibitors, primary screen, biochemical, VEID-R110 fluorescence, single point, set 2; P55212; purified caspase-6, Z-VEID-R110 cleavage fluorescence; inhibition, % at 12.5 µM; actives 0.53% (n = 350,000);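 active = mean inhibition across replicates at least about 35%, with every replicate also reaching that limit, limit read from the data; inconclusive = only one of the two criteria met; inactive = neither criterion met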;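 note: 0% = median of neutral control wells and 100% = no fluorescence left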
# Target sequence (P55212 24-179 limits assumed): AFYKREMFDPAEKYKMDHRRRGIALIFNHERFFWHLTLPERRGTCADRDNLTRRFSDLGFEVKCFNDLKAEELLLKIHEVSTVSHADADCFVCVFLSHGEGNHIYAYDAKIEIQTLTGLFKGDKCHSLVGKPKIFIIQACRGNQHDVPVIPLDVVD
# Target sequence (P55212 194-293 limits assumed): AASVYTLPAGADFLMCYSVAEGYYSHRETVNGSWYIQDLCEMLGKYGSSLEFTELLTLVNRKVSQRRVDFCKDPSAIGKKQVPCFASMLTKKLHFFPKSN
# The depositor's hits bear a star; u = inconclusive; x = no result given; & = joins results of further samples; [ ] = remark or other dose.
# The opening 13 compounds (preview)
SMILES,F508del corr,miR-122 sensor,SIRT5 block,ERp5 block,DENV2 CPE rescue,ERAP1 HTS inh,Casp6 inh
CCC(C)N(C(=O)c1csnn1)C(C(=O)NCc1ccc(F)cc1)c1ccccc1F (stereo not drawn),1.0,x,-1,3,-8,-1,x
COc1ccccc1CC(=O)Nc1cccc(C(=O)NN2C(=O)c3ccccc3C2=O)c1,x,x,-5,u,-1,0,0
CC(=O)Nc1ccc(NC(=O)C(NS(=O)(=O)c2ccc3c(c2)OCCO3)C(C)C)cc1 (stereo not drawn),2.0,-3,11,-18,-4,0,0
O=C(C[C@@H]1C=C[C@H](NC(=O)Nc2ccc3c(c2)OCO3)[C@@H](CO)O1)NCCCN1CCOCC1,-2.5,x,0,6,-6,3,3
CCCCCCn1c(=O)n2n(c1=O)C[C@]1(OC(=O)NC3CCCC3)CN(S(=O)(=O)c3ccc(C)cc3)C[C@]1(O)C2,-4.3,-2,-2,4,u,-1,1
O=C(Cn1cc2c(n1)CCCCC2)Nc1ccccc1Br,-2.9,-5,-2,-3,-1,2,4
CCc1nn(C(C)C(=O)NCCc2ccccc2)c(=O)c2cc3occc3n12 (stereo not drawn),-3.2,x,0,-1,7,5,0
CCOc1cc(-c2cc(-c3ccc(OC)cc3)nc(N)c2C#N)ccc1O,x,7,-7,1,x,2,3
Cc1noc(C)c1NC(=O)N(C)C[C@@H]1Oc2c(NC(=O)Nc3ccc4c(c3)OCO4)cccc2C(=O)N([C@@H](C)CO)C[C@@H]1C,0.4,-5[16.7 µM],13,-2,1,-3,0
O=C(CC1CC1)N[C@H]1C[C@@H]2O[C@@H](CO)CC[C@@H]2O[C@@H]1CCc1ccc(C#Cc2ccccc2)cc1,0.6,x,x,-3,21*,0,-2
CN(C)C1=NCCN1CC1CCCC1,1.3,-1,x,-2,4,-5,x
COc1ccc(NC(=O)COc2ccccc2C)cc1S(=O)(=O)N1CCCCC1,0.0,16,-4,4,0,2,3
OC1CCN(C(c2ccc3ncccc3c2)c2nnnn2C2CCCCC2)CC1 (stereo not drawn),-2.0,-5,-6,-2,3,-3,4

# This part in full, from the first entry:
SMILES,F508del corr,miR-122 sensor,SIRT5 block,ERp5 block,DENV2 CPE rescue,ERAP1 HTS inh,Casp6 inh
CCC(C)N(C(=O)c1csnn1)C(C(=O)NCc1ccc(F)cc1)c1ccccc1F (stereo not drawn),1.0,x,-1,3,-8,-1,x
COc1ccccc1CC(=O)Nc1cccc(C(=O)NN2C(=O)c3ccccc3C2=O)c1,x,x,-5,u,-1,0,0
CC(=O)Nc1ccc(NC(=O)C(NS(=O)(=O)c2ccc3c(c2)OCCO3)C(C)C)cc1 (stereo not drawn),2.0,-3,11,-18,-4,0,0
O=C(C[C@@H]1C=C[C@H](NC(=O)Nc2ccc3c(c2)OCO3)[C@@H](CO)O1)NCCCN1CCOCC1,-2.5,x,0,6,-6,3,3
CCCCCCn1c(=O)n2n(c1=O)C[C@]1(OC(=O)NC3CCCC3)CN(S(=O)(=O)c3ccc(C)cc3)C[C@]1(O)C2,-4.3,-2,-2,4,u,-1,1
O=C(Cn1cc2c(n1)CCCCC2)Nc1ccccc1Br,-2.9,-5,-2,-3,-1,2,4
CCc1nn(C(C)C(=O)NCCc2ccccc2)c(=O)c2cc3occc3n12 (stereo not drawn),-3.2,x,0,-1,7,5,0
CCOc1cc(-c2cc(-c3ccc(OC)cc3)nc(N)c2C#N)ccc1O,x,7,-7,1,x,2,3
Cc1noc(C)c1NC(=O)N(C)C[C@@H]1Oc2c(NC(=O)Nc3ccc4c(c3)OCO4)cccc2C(=O)N([C@@H](C)CO)C[C@@H]1C,0.4,-5[16.7 µM],13,-2,1,-3,0
O=C(CC1CC1)N[C@H]1C[C@@H]2O[C@@H](CO)CC[C@@H]2O[C@@H]1CCc1ccc(C#Cc2ccccc2)cc1,0.6,x,x,-3,21*,0,-2
CN(C)C1=NCCN1CC1CCCC1,1.3,-1,x,-2,4,-5,x
COc1ccc(NC(=O)COc2ccccc2C)cc1S(=O)(=O)N1CCCCC1,0.0,16,-4,4,0,2,3
OC1CCN(C(c2ccc3ncccc3c2)c2nnnn2C2CCCCC2)CC1 (stereo not drawn),-2.0,-5,-6,-2,3,-3,4
CCC(=O)Nc1ccc2c(c1)OC[C@H](C)N(C(=O)CN1CCOCC1)C[C@@H](C)[C@H](OC)CN(C)C2=O,x,1[16.7 µM],-3,-3,2,0,1
C=CCSC1=N/C(=C/c2ccsc2)C(=O)N1c1ccccc1,-1.3,x,x,3,4,3,-2
COc1ccc(S(=O)(=O)N(C)C[C@H]2Oc3ccc(NC(=O)NC(C)C)cc3C(=O)N([C@H](C)CO)C[C@@H]2C)cc1,2.7&-1.4,2[16.7 µM],-3,4,-8,-1,-4
COc1cc2c(c(OC3OC(CO)C(O)C(O)C3O)c1)C(=O)CC(c1ccc(O)cc1)O2 (stereo not drawn),-0.8,x,-2,4,1,-1,-6
COC(=O)c1cc2ccccc2n1Cc1ccc(Cl)nc1,-0.3,1,-6,2,2,-1,1
COCCCn1c(Cc2csc(Nc3cccc(Cl)c3)n2)nnc1SCC(=O)OC,-2.9,-2,1,-11,-5,14,10
CCOC(=O)N1CCN(Cc2nc3cc(NC(=O)C(C)C)ccc3n2CC)CC1,2.8,x,0,2,-7,2,2
COc1cccc(-c2ccc3c(c2)[C@@H]2[C@@H](CCN2S(=O)(=O)c2ccccc2OC)[C@H](CO)N3C)c1,1.9,-2[16.7 µM],9,-8,-17,4,-3
CC1CCCN(C(=O)C(=O)c2cn(CC(=O)N3CCCCCC3)c3ccccc23)C1 (stereo not drawn),2.5,10,2,3,4,0,0
CC1CCC2(CC1)NC(=O)N(CC(=O)Nc1cccc(S(=O)(=O)N3CCCCC3)c1)C2=O (stereo not drawn),4.4,-1,0,5,6,-1,-1
Cc1ccc(NC(=O)CN(C)C(=O)COC(=O)COc2cc(C)cc(C)c2)cc1,3.9,-3,-1,-3,-4,0,2
O=S(=O)(NC1CCCCC1)c1cccs1,0.3,14,-2,0,20,3,8
# (further entries)
SMILES,F508del corr,miR-122 sensor,SIRT5 block,ERp5 block,DENV2 CPE rescue,ERAP1 HTS inh,Casp6 inh
CCOC(=O)C(CC)n1cnc2c(nnn2-c2ccc(F)cc2)c1=O (stereo not drawn),-0.8,-3,0,-2,-4,-4,0
COc1cccc(C2CC(c3ccccc3)n3ncnc3N2)c1 (stereo not drawn),0.0,1,x,-1,-2,-1,0
CCOC(=O)C1CCCN(c2c(NCCN3CCCCC3C)c(=O)c2=O)C1 (stereo not drawn),-0.6,-4,2,u,1,-5,-20
Cc1noc(C)c1NC(=O)Nc1ccc2c(c1)C(=O)N([C@H](C)CO)C[C@@H](C)[C@@H](CN(C)C(=O)NC1CCCCC1)O2,0.7,-3[16.7 µM],0,-1,6,1,-1
O=C(NC1CCCC1)C(c1ccncc1)N(C(=O)c1csnn1)c1ccccc1F (stereo not drawn),-2.1,-10,-1,2,-2,-3,-1
CCC(CC)CN1CCN=C1Nc1ccccc1,2.6,-2,-1,0,-8,-7,2
O=C(Nc1ccc2c(c1)OCO2)c1cc(C2CCCCN2C(=O)c2ccc(Cl)cc2)on1 (stereo not drawn),-0.8,17,3,-2,u,-2,7
Nc1cc(=O)[nH]c(SCC(=O)NNC(=O)c2ccccc2)n1,2.2,-3,-10,-3,-2,5,5
Cc1cccc(-c2ccc([C@@H]3[C@@H](CO)N4CCCCN(Cc5cncnc5)C[C@H]34)cc2)c1,3.0,6[16.7 µM],-2,-1,10,0,2
O=C(Nc1nc2ccccc2n1CCOc1ccc(Cl)cc1)c1ccco1,1.1,-4,3,-12,-4,0,0
C[C@@H]1COC(=O)[C@H](Cc2ccc(F)cc2)C/C=C\C[C@@H](CC(=O)NCCO)C(=O)N1,3.2,x,x,4,1,-4,2
CC(C)NC(=O)N(C)C[C@@H]1Oc2c(NC(=O)C3CCOCC3)cccc2C(=O)N([C@H](C)CO)C[C@@H]1C,-3.8,-3[16.7 µM],-1,-1,1,-1,-1
CNC[C@H]1Oc2ccc(NC(=O)Nc3ccc(C(F)(F)F)cc3)cc2C(=O)N([C@H](C)CO)C[C@@H]1C,1.3,-1[16.7 µM],6,-2,-2,5,2
Cc1noc(C)c1S(=O)(=O)N(C)C[C@H]1Oc2ccc(NC(=O)Nc3ccc(C(F)(F)F)cc3)cc2CC(=O)N([C@H](C)CO)C[C@H]1C,-1.3,-1[16.7 µM],x,x,1,x,x
CCOC(=O)c1cnc(SC)nc1NCCOC,1.5,x,4,-5,4,-4,-1
CC(C(=O)Nc1cc(Cl)cc(Cl)c1)N1CCCC1 (stereo not drawn),0.7,8,-2,-5,8,-1,0
C[C@H]1CN([C@@H](C)CO)C(=O)c2cccc(NC(=O)Nc3ccc4c(c3)OCO4)c2O[C@@H]1CN(C)Cc1ccc(C(=O)O)cc1,-1.2,-4[16.7 µM],0,14,9,0,-1
O=C1CCCN2N=C(SCC(=O)Nc3ccc([N+](=O)[O-])cc3)SC2=N1,-0.5,x,-3,-19,-6,2,x
CC1CCN(CC(=O)Nc2cccc(C(=O)Nc3cccc(C(F)(F)F)c3)c2)CC1,1.7,7,-2,2,-6,-2,0
CO[C@@H]1CN(C)C(=O)c2ccc(NC(=O)C3CCCCC3)cc2OC[C@H](C)NC[C@H]1C,-1.3,3[16.7 µM],-3,3,3,-3,4
COCCN(C(=O)CSc1cc(C)c2ccccc2n1)c1c(N)n(CC(C)C)c(=O)[nH]c1=O,2.6,3,0,0,u,1,3
CC(C)N(Cc1nnc(-c2ccccc2Br)o1)C(=O)c1cc(Cl)nc2ccccc12,4.7,-1,2,4,-9,0,0
CC(C)CNC(=O)C1c2ccccc2Oc2ccccc21,-1.9,x,1,3,x,3,0
O=C1C2C3C=CC(C4CC34)C2C(=O)N1/N=C/c1c[nH]c2ccccc12 (stereo not drawn),1.9,0,-2,1,12,12,4
CC1CCCC(C)N1C(=O)COc1ccccc1F (stereo not drawn),-0.3,7,-4,-3,2,0,0
# Remaining list, next part:
SMILES,F508del corr,miR-122 sensor,SIRT5 block,ERp5 block,DENV2 CPE rescue,ERAP1 HTS inh,Casp6 inh
Oc1ccccc1N=Nc1ccccc1O,2.7,x,3,4,-2,0,2
C=CCNC(=O)c1onc(CSc2cccc(C)c2)c1C(=O)O,2.6,2,0,0,9,-1,3
O=C(Nc1ccc(F)cc1)C(c1ccncc1)N1CCN(CC(=O)N2CCCC2)CC1 (stereo not drawn),0.0,x,-6,7,4,x,-6
N#Cc1ccc(CC(=O)c2ccccc2)[nH]c1=O,-3.4,-7,3,-5,u,-1,21
N#CC(=Nc1cccc(F)c1)C1=C(O)c2ccccc2C1=O,0.4,x,2,2,32*,-8,3
Cc1ccc(C)c(NC(=S)c2nc3ccccc3s2)c1,-0.6,x,4,1,-4,9,-4
Cc1cc(C)c(NC(=O)CC(=O)c2ccccc2)c(Cl)c1,0.2,x,0,2,-1,2,0
Cc1cccc(C)c1OCc1cc(C(=O)N2CCCC2c2nonc2C)no1 (stereo not drawn),-5.5,-7,-6,6,-6,-1,-1
CN1C(=O)c2cc(NC(=O)NC3CCCC3)ccc2OC[C@@H]2O[C@@H](CC(=O)O)CC[C@H]21,-2.2,45[16.7 µM],-7,0,-4,-1,-1
CCOC(=O)c1cc(S(=O)(=O)Nc2ccc(F)cc2F)cn1C,-1.2,76,1,6,3,0,0

# Screening results from PubChem BioAssay.
